Screens: PubChem BioAssay, several laboratories
DAGLB inhibitor – blocks human DAGLB lipase activity; Q8NCG7; HEK293T DAGLB membrane lysate, EnzChek fluorogenic substrate; inhibition, % at 5.17 µM; 0.059% of 340,000 active; AID 504411; in the data active = inhibition above about 34%;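 note: 0% = enzyme with vehicle and 100% = wells lacking enzyme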
Target sequence (Q8NCG7 whole entry, looked up): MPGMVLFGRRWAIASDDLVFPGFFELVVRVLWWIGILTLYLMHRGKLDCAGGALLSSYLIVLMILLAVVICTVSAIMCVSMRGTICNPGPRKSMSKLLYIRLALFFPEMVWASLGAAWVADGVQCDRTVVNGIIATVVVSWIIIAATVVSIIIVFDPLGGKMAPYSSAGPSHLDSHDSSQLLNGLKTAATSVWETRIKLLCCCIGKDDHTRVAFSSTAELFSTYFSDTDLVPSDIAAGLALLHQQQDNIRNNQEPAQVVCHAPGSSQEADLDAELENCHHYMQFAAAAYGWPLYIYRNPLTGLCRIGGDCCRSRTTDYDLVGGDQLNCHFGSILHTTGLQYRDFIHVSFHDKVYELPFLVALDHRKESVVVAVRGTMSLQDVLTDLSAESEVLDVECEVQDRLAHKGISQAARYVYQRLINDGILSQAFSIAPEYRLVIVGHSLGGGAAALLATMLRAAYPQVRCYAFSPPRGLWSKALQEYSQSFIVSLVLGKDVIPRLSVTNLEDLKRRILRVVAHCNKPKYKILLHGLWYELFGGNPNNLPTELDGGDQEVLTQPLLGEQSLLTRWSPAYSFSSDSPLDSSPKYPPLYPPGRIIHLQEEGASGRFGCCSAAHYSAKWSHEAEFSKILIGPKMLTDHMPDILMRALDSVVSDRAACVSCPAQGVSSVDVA
PvdQ acylase – blocks Pseudomonas aeruginosa PvdQ acylase activity; purified PvdQ acylase, fluorescence plate reader; inhibition, % at 10 µM; 0.063% of 340,000 active; AID 488965; in the data active = inhibition above about 30%, passing the limit was not always enough; inconclusive = no clear call, values can overlap the other calls;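 note: 0% = vehicle neutral wells and 100% = reference inhibitor wells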
E coli growth – counter-screen for AddAB inhibitors: E. coli growth inhibition | inhibition, % at 11.9 µM | AID 449728 | 0.27% of 330,000 active | E. coli V3065 growth, OD600 absorbance, 18 h;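 active = inhibition above the campaign's mean inhibition across all tested compounds plus 3 SD, cut at about 9.9% in these data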;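 note: uninfected addAB+ strain grown without phage in ampicillin broth; 0% = DMSO wells and 100% = ciprofloxacin 0.95 µg/ml wells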
Rtt109 Vps75 – blocks Candida albicans Rtt109/Vps75 acetyltransferase activity; Q5AAJ8; purified Rtt109/Vps75, ThioGlo CoA-SH fluorescence, 4 h; inhibition, % at 34.9 µM; 0.16% of 330,000 active; AID 540336;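 active = inhibition of at least 50% in every replicate; inconclusive = best replicate reaches 50% inhibition but some replicates fall short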
CAL PDZ inh – human CAL PDZ-peptide interaction inhibition; 0.02% of 330,000 active; AID 504414; inhibition, % at 20 µM; Q9HD26; purified CAL PDZ, TMR-peptide fluorescence polarization, 1 h;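 active = highest replicate inhibition of at least 40%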;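 note: plate controls were DMSO neutral control wells for no effect and unlabeled competitor peptide control wells for full effect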
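Test system: purified CerCALP PDZ construct; Compound dosing: one concentration, 20 µM compound; Also added: TMR-labelled reporter peptide T*-PRC34 bound in PDZ groove; Read-out: inhibition from polarization loss; Controls: unlabelled peptide and DMSO controls; Signal: FP readout, S and P plane fluorescence; Incubation: 1 h at RT.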
AddAB inh – less growth of phage-infected E. coli with AddAB; inhibition, % at 11.9 µM; E. coli expressing H. pylori AddAB, absorbance growth; AID 435030; 0.29% of 330,000 active; in the data active = inhibition above about 12%;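 note: 0% = vehicle wells of infected cells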
phage Ecoli inh – E. coli growth loss with phage present | 0.26% of 360,000 active | growth absorbance | inhibition, % at 11.9 µM; in the data active = inhibition above about 11%
Tat transport – E. coli Tat transport inhibition. E. coli MC4100 TorA-mCherry Tat export, fluorescence. inhibition, % at 10 µM. 0.036% of 340,000 active. AID 488895;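 active = mean replicate inhibition at least 50% and at least half of replicates individually reaching 50%; inconclusive = only one of the two criteria met; inactive = neither criterion met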;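 note: exported cargo escapes ClpAP degradation while cytoplasmic cargo is degraded and loses fluorescence; 0% = median of neutral control wells and 100% = median of NaSCN control wells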
Wnt bcat act – activates Wnt/beta-catenin signaling in a reporter cell assay; activation, % at 9.35 µM; 1.2% of 300,000 active; activator, plate reader; in the data active = activation above about 30%, passing the limit was not always enough; inconclusive = no clear call, values can overlap the other calls;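 note: 0% = neutral control wells and 100% = positive control wells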
PfHsp90 set2 – reduces growth (ATP signal) of yeast expressing P. falciparum Hsp90 | S. cerevisiae expressing PfHsp90, BacTiter-Glo ATP, 48 h; yeast lacking PDR1 and PDR3 efflux regulators | inhibition, % at 9.4 µM | 0.32% of 310,000 active | AID 504621;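 active = every replicate shows inhibition above about 80%, whatever the replicate mean, limit read from the data; inconclusive = mean inhibition reaches the set limit but some replicate falls short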;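 note: 0% = DMSO neutral controls and 100% = 20 µM radicicol positive controls; yeast relying on Plasmodium falciparum Hsp90 in place of its own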
* marks the source's active call; other numbers are inactive results. The order is random. Share with any hit: about 1.9%.

Screening O=S(=O)(NCc1csc(-c2cccnc2)n1)c1ccc(Br)cc1 returned DAGLB inhibitor 0, PvdQ acylase -9, E coli growth 0.6, Rtt109 Vps75 5, CAL PDZ inh -0.9, AddAB inh 2.4, phage Ecoli inh 1.3, Tat transport -5, Wnt bcat act -1 and PfHsp90 set2 25.
Screening Cc1nc(NC(=O)C2CC2)sc1C returned DAGLB inhibitor -3, PvdQ acylase 0, E coli growth 0.0, Rtt109 Vps75 5, CAL PDZ inh 0.3, AddAB inh 0.4, phage Ecoli inh 3.5, Tat transport 4, Wnt bcat act -2 and PfHsp90 set2 -5.
For CC(C)NS(=O)(=O)c1ccc(CCC(=O)NCc2ccccn2)cc1 the results were DAGLB inhibitor -1, PvdQ acylase -3, E coli growth -1.0, Rtt109 Vps75 4, CAL PDZ inh 0.2, AddAB inh 2.4, phage Ecoli inh -2.4, Tat transport -6, Wnt bcat act -1 and PfHsp90 set2 -14.
`O=C(/C=C/c1ccco1)NC(=S)Nc1ccccn1` gave DAGLB inhibitor 0, PvdQ acylase 3, E coli growth 1.3, Rtt109 Vps75 11, CAL PDZ inh -0.3, AddAB inh 1.4, phage Ecoli inh -0.5, Tat transport -2 and Wnt bcat act 42*.
Cc1cc(C)n(-c2nnc(C)n2/N=C/c2cc(Br)ccc2OCc2ccccc2)n1 was read as DAGLB inhibitor -2, PvdQ acylase -2, E coli growth 1.5, Rtt109 Vps75 12, CAL PDZ inh -2.6, AddAB inh 0.6, phage Ecoli inh 3.8, Tat transport 0 and PfHsp90 set2 -3.
O=C(O)C1CC(C(=O)O)SS1 (stereo unspecified) was read as DAGLB inhibitor 1, PvdQ acylase -1, Rtt109 Vps75 1, CAL PDZ inh -0.5, phage Ecoli inh 1.7, Tat transport -1, Wnt bcat act -1 and PfHsp90 set2 5.
For CC(=O)Nc1cccc(NC(=O)C(=O)NCC(c2ccco2)N2CCc3ccccc3C2)c1 (stereo unspecified) the results were DAGLB inhibitor 1, PvdQ acylase -6, E coli growth 1.9, Rtt109 Vps75 6, CAL PDZ inh -0.8, AddAB inh 2.0, phage Ecoli inh 2.4, Tat transport 6 and Wnt bcat act 0.
For CCOC(=O)c1[nH]c2c(c1-c1ccccc1)C(=O)CC(c1ccc(OC)c(OC)c1)C2 (stereo unspecified) the results were DAGLB inhibitor 2, PvdQ acylase 3, E coli growth 1.4, Rtt109 Vps75 11, CAL PDZ inh -1.8, AddAB inh 3.0, phage Ecoli inh 1.2, Tat transport 1, Wnt bcat act -3 and PfHsp90 set2 -4.
Screening CC(C)N(C(=O)[C@H]1C[C@H](CC(=O)NCCN2CCOCC2)C(=O)N2CCc3c([nH]c4cc(CCC(=O)N(C)C)ccc34)[C@]12C)C(C)C returned DAGLB inhibitor -2, PvdQ acylase -16, E coli growth 1.4, Rtt109 Vps75 4, CAL PDZ inh -0.4, AddAB inh -1.4, phage Ecoli inh 1.2, Tat transport -1, Wnt bcat act -1 and PfHsp90 set2 -12.
CCOC(=O)N1CCN(C(=O)CC(C)S(=O)(=O)c2cc3c(cc2C)NC(=O)CO3)CC1 (stereo unspecified) was read as DAGLB inhibitor 1, PvdQ acylase -17, E coli growth 0.9, Rtt109 Vps75 -5, CAL PDZ inh -2.4, AddAB inh 1.7, phage Ecoli inh 1.8, Tat transport 1, Wnt bcat act 0 and PfHsp90 set2 8.
CCN(CC)C(=O)C1CCCN(C(=O)CCn2nnnc2CN2CCOCC2)C1 (stereo unspecified) was read as DAGLB inhibitor -1, PvdQ acylase -8, E coli growth -1.4, Rtt109 Vps75 0, CAL PDZ inh -1.8, AddAB inh 1.5, phage Ecoli inh -0.6, Tat transport 0, Wnt bcat act -3 and PfHsp90 set2 -6.
Screening Nc1nc(SCCOc2ccccc2)n[nH]1 returned DAGLB inhibitor -4, PvdQ acylase -1, E coli growth 1.1, Rtt109 Vps75 5, CAL PDZ inh -0.6, AddAB inh 0.5, phage Ecoli inh 1.4, Tat transport 11 and Wnt bcat act 3.
For CCN(CC)S(=O)(=O)c1ccc(Cl)nc1 the results were DAGLB inhibitor 0, PvdQ acylase -14, E coli growth 1.4, Rtt109 Vps75 -21, CAL PDZ inh -2.1, AddAB inh 0.3, phage Ecoli inh 3.2, Tat transport 0, Wnt bcat act 0 and PfHsp90 set2 10.
CC(=O)N1N=C(c2ccc3ccccc3c2)OC1(C)C was read as DAGLB inhibitor -9, PvdQ acylase -12, E coli growth -1.4, Rtt109 Vps75 0, CAL PDZ inh -1.1, AddAB inh -0.2, phage Ecoli inh -0.1, Tat transport 0, Wnt bcat act 0 and PfHsp90 set2 -52.
`O=C1N/C(=N/Nc2ccccc2)S/C1=C\c1ccccc1` gave DAGLB inhibitor 10, PvdQ acylase 7, E coli growth 1.9, Rtt109 Vps75 16, CAL PDZ inh -0.9, AddAB inh 3.4, phage Ecoli inh 1.7, Tat transport -17 and PfHsp90 set2 13.
Screening Cc1oc2cc3oc(=O)c(CCC(=O)NCCCC(=O)O)c(C)c3cc2c1C returned DAGLB inhibitor -2, PvdQ acylase 11, E coli growth -0.8, Rtt109 Vps75 -16, CAL PDZ inh -2.3, AddAB inh -1.5, phage Ecoli inh 0.2, Tat transport 1, Wnt bcat act -1 and PfHsp90 set2 14.
`N=c1nc(-c2ccccc2)ccn1O` gave DAGLB inhibitor 0, PvdQ acylase -1, E coli growth -1.4, Rtt109 Vps75 -2, CAL PDZ inh -3.4, AddAB inh 2.1, phage Ecoli inh 1.5, Tat transport 4 and PfHsp90 set2 13.
CCC1CN(C(=O)N2CCC(C(=O)NCCc3ccc(OC)c(OC)c3)CC2)c2ccccc2O1 (stereo unspecified) was read as DAGLB inhibitor 1, PvdQ acylase -7, E coli growth -1.0, Rtt109 Vps75 0, CAL PDZ inh -2.0, AddAB inh 4.4, phage Ecoli inh -0.8, Tat transport 6, Wnt bcat act -3 and PfHsp90 set2 -8.
`Cn1c(SCCOc2ccccc2F)nc2ccccc2c1=O` gave DAGLB inhibitor -11, PvdQ acylase -11, E coli growth -0.9, Rtt109 Vps75 -23, CAL PDZ inh -2.6, AddAB inh 1.4, phage Ecoli inh 3.1, Tat transport 3 and Wnt bcat act -1.
`COc1cccc(-c2nc(NC(C)C)c3ccccc3n2)c1O` gave DAGLB inhibitor -5, PvdQ acylase 5, E coli growth 0.2, Rtt109 Vps75 7, CAL PDZ inh -0.5, AddAB inh 3.1, phage Ecoli inh 1.6 and Tat transport 1.
For Cc1cccc2sc(NC(=O)CN(C)S(=O)(=O)c3cccs3)nc12 the results were DAGLB inhibitor -3, PvdQ acylase -22, E coli growth 0.7, Rtt109 Vps75 7, AddAB inh 4.3, phage Ecoli inh 1.6, Tat transport 2 and PfHsp90 set2 -48.
CCn1nc(C)cc1C(=O)N1CCCC(C(=O)c2ccc(Oc3ccccc3)cc2)C1 (stereo unspecified) was read as DAGLB inhibitor -2, PvdQ acylase -15, E coli growth -0.1, Rtt109 Vps75 4, CAL PDZ inh -1.4, AddAB inh 0.3, phage Ecoli inh 0.4, Tat transport 23, Wnt bcat act 0 and PfHsp90 set2 -16.
For COc1cccc(C(=O)Nc2ccc(NC(=O)c3cc4ccccc4o3)c(OC)c2)c1 the results were DAGLB inhibitor -2, PvdQ acylase -16, E coli growth -0.9, Rtt109 Vps75 0, CAL PDZ inh 1.9, AddAB inh -3.0, phage Ecoli inh 2.1, Tat transport -1, Wnt bcat act -4 and PfHsp90 set2 -35.
Screening COC(=O)[C@@]12CCCCN1[C@H](c1ccc(SC3CCCCC3)cc1)[C@H]1C(=O)N(C)C(=O)[C@H]12 returned DAGLB inhibitor -4, PvdQ acylase -9, E coli growth -2.4, Rtt109 Vps75 2, CAL PDZ inh -1.6, AddAB inh 1.5, phage Ecoli inh -0.6, Tat transport -1, Wnt bcat act -4 and PfHsp90 set2 -3.
Cn1c(=O)c2cc(S(=O)(=O)NCCC(=O)NCC3CCCO3)ccc2n(C)c1=O (stereo unspecified) was read as DAGLB inhibitor 1, PvdQ acylase 4, E coli growth -1.0, Rtt109 Vps75 4, CAL PDZ inh -1.9, AddAB inh -0.9, phage Ecoli inh 2.7, Tat transport -2 and PfHsp90 set2 4.
Screening CC(C)(C)NC(=O)C(c1ccc(-c2ccccc2)cc1)N(C[C@H]1CC[C@@H]([C@@H]2CC[C@H](CO)O2)O1)C(=O)c1ccc(-c2ccccc2)cc1 (stereo partly specified) returned DAGLB inhibitor -1, PvdQ acylase -21, E coli growth -2.7, Rtt109 Vps75 11, CAL PDZ inh -0.3, AddAB inh 0.4, Tat transport 13 and PfHsp90 set2 29.
Screening CCNc1nc(NCC)nc(N/N=C(\C)c2ccc(OC)cc2)n1 returned DAGLB inhibitor -2, PvdQ acylase -4, E coli growth -0.1, Rtt109 Vps75 1, CAL PDZ inh 0.1, AddAB inh -0.7, phage Ecoli inh 1.2, Tat transport -9, Wnt bcat act 1 and PfHsp90 set2 9.
`COc1ccc(Cn2c(=O)c3cccnc3n(Cc3ccc([N+](=O)[O-])cc3)c2=O)cc1` gave DAGLB inhibitor -1, PvdQ acylase 7, E coli growth 1.8, Rtt109 Vps75 inconclusive, CAL PDZ inh -0.6, AddAB inh -0.5, phage Ecoli inh 4.8, Tat transport 4, Wnt bcat act 0 and PfHsp90 set2 -17.
Screening C(#Cc1ccccc1)C[N+]1(CC#Cc2cccc3ccccc23)CCCC1 returned DAGLB inhibitor 2, PvdQ acylase -3, E coli growth -4.2, CAL PDZ inh -0.5, AddAB inh -2.2, phage Ecoli inh 1.6, Tat transport -10, Wnt bcat act 0 and PfHsp90 set2 -1.
Screening Cc1ccc(NC(=O)c2sc3nc(C)cc(C)c3c2N)cc1 returned DAGLB inhibitor -1, PvdQ acylase -13, E coli growth 1.8, Rtt109 Vps75 4, CAL PDZ inh -1.3, AddAB inh 1.4, phage Ecoli inh 2.6, Tat transport -1, Wnt bcat act 36* and PfHsp90 set2 -3.
